Sm TGR inh: qHTS Assay for the Inhibitors of Schistosoma Mansoni Peroxiredoxins; Schistosoma mansoni thioredoxin glutathione reductase (TGR), Q962Y6; purified TGR, DTNB reduction, TNB absorbance 405 nm; Potency, µM (titrated, usually from 114 µM), for inactives: top-dose activity change, negative = inhibition, hits mostly inhibitors; hit rate 3% among 360,000; AID 485364, 2010; active = well fitted inhibition curve with a large enough effect; also: nearly all actives have a fitted effect of over 60% in size
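TGR 20 nM + NADPH 100 uM (dispensed conc.), cpd preinc 15 min RT; start with NADPH (500 uM addition) then DTNB (15 mM addition). Kinetic TNB absorbance, 405 nm filter. Four-parameter Hill fit across titration.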
Active calls of the source: *. % is scaled to controls: 0 for no effect and ±100 for the full control effect; potency is read from the fitted curve at half-maximal effect.

Results for CCCN(CCC)C(=O)C1CCCN(c2ncnc3onc(-c4ccc(F)cc4)c23)C1 (stereo unspecified) ?
Sm TGR inh: 1%

How did CC(C)CCOc1ccc(Cn2c(=O)oc3ccccc32)cc1 do in these assays?
Sm TGR inh: -1%

How did Cc1cc(C)cc(-n2c(SCC(=O)N3CCOCC3)nc3c([nH]c4ccccc43)c2=O)c1 do in these assays?
Sm TGR inh: 5%

What do the screens show for `O=C(NCC1CCN(Cc2ccccc2Cl)CC1)c1cc2ccc3cccnc3c2[nH]1`?
Sm TGR inh: 2%

What do the screens show for `Cc1cccc(C(=O)N2CCCCC2CCN2CCCCC2)c1` (stereo unspecified)?
Sm TGR inh: -7%

What do the screens show for `Cc1ccc2[nH]cc(C(c3ccccc3)c3ccc(C)s3)c2c1` (stereo unspecified)?
Sm TGR inh: -4%

Results for O=C(CCCc1nc(-c2ccccc2)no1)Nc1cc(C(F)(F)F)cc(C(F)(F)F)c1 ?
Sm TGR inh: 4%

How did O=C(CSc1nnc(CNC(=O)c2c(F)cccc2Cl)o1)Nc1ccccc1F do in these assays?
Sm TGR inh: 1%

What do the screens show for `CCOc1cc(C(=O)N2CC(=O)Nc3ccc(C)cc3C2c2ccccc2)cc(OCC)c1OCC` (stereo unspecified)?
Sm TGR inh: 5%

How did COc1ccc(-c2nn3c(=O)cc(CN4CCN(C(=O)Nc5ccc(C)c(Cl)c5)CC4)nc3s2)cc1 do in these assays?
Sm TGR inh: 0%

What do the screens show for `O=c1c2cc3c(cc2nc2sc(Nc4ccc(F)c(Cl)c4)nn12)OCO3`?
Sm TGR inh: 3%

How did COc1ccccc1N1CCN(C(=O)c2nc(-c3ccc(C)cc3)n3c2CCCCC3)CC1 do in these assays?
Sm TGR inh: 7%

What do the screens show for `Cc1ccc(Cn2c(SCc3ccc(C(=O)NC4CCCCC4)cc3)nc3ccncc32)cc1`?
Sm TGR inh: -14%

Results for Cc1cc(Cl)ccc1OCC(=O)N(Cc1sccc1C)C1CCS(=O)(=O)C1 (stereo unspecified) ?
Sm TGR inh: 9%

How did CCOc1ccc(NC(=O)CSc2nc3ccsc3c(=O)n2C(C)CC)cc1 (stereo unspecified) do in these assays?
Sm TGR inh: 11%

How did CCc1cccc(C)c1NC(=O)CSc1nc2c(c(=O)[nH]1)CCC2 do in these assays?
Sm TGR inh: -10%

How did COc1ccc(NC(=O)Cn2cc(C(=O)c3cccs3)c3ccccc32)cc1 do in these assays?
Sm TGR inh: -8%

Results for CC(C)C(=O)Nc1ccc2nc(SCC(=O)N3CCCC3)sc2c1 ?
Sm TGR inh: 5%

How did Cc1ccc(S(=O)(=O)NCC2CCC(C(=O)NCCc3ccc(Cl)cc3)CC2)cc1 (stereo unspecified) do in these assays?
Sm TGR inh: 5%

Results for Cc1ccc(S(=O)(=O)Nc2ccc(-c3ccc(N4CCCCCC4)nn3)cc2)cc1C ?
Sm TGR inh: -5%

What do the screens show for `Cc1ccc(CNC(=O)CSc2nc(=O)n(Cc3ccco3)c3c2CCC3)cc1`?
Sm TGR inh: 40µM*

What do the screens show for `COCCn1c(C)cc(O)c(C(c2cccc(F)c2)N2CCN(c3ccccc3)CC2)c1=O` (stereo unspecified)?
Sm TGR inh: 7.9µM*

What do the screens show for `CCOC(=O)N1CCc2c(sc3c2C(=O)NC(c2ccc(C(=O)OC)cc2)N3)C1` (stereo unspecified)?
Sm TGR inh: 5%

What do the screens show for `COc1ccc(CCNC(=O)Cn2cc(S(=O)(=O)Cc3ccccc3F)c3ccccc32)cc1OC`?
Sm TGR inh: 0%

Results for COc1ccc(CCNC(=O)Cc2c(C)c3cc4c(C(C)(C)C)coc4c(C)c3oc2=O)cc1 ?
Sm TGR inh: 3%

Results for O=C(CSc1nccn1Cc1ccccc1)Nc1ccc2c(c1)OCO2 ?
Sm TGR inh: 4%

How did CCc1nnc2c(Nc3cccc(F)c3)nc3ccc(C(=O)c4ccccc4)cc3n12 do in these assays?
Sm TGR inh: 7%

What do the screens show for `COc1ccc(CNC(=O)CN(c2ccccc2OC)S(=O)(=O)c2ccc(C)cc2)cc1`?
Sm TGR inh: 6%

Results for COc1cccc(Cc2nc3ccccc3nc2SCC(=O)Nc2ccccc2F)c1 ?
Sm TGR inh: 1%

How did Cc1ccc(C)c(NC(=O)CSc2nc(-c3ccccc3)c(C#N)c(=O)[nH]2)c1 do in these assays?
Sm TGR inh: -8%

Results for O=C(CCCCCn1c(=O)[nH]c2ccccc2c1=O)NCc1ccccc1 ?
Sm TGR inh: 1%

How did O=C(NCc1cccc(F)c1)C1CCN(c2nc3ccccc3nc2C(F)(F)F)CC1 do in these assays?
Sm TGR inh: 8%

What do the screens show for `COc1ccc(/C=C/c2onc(C)c2S(=O)(=O)N2CCC(C(=O)N3CCCCC3)CC2)cc1`?
Sm TGR inh: 13%

How did COC(=O)c1ccccc1NC(=O)Cn1c(=O)n(CCCCC(=O)NCc2ccc3c(c2)OCO3)c(=O)c2ccccc21 do in these assays?
Sm TGR inh: -2%

How did COC(=O)c1cc2occc2n1CC(=O)Nc1ccc(C(C)C)cc1 do in these assays?
Sm TGR inh: -3%

How did COc1ccc(NC(=O)Nc2cccc(-c3noc(C)n3)c2)cc1 do in these assays?
Sm TGR inh: -3%

How did Cc1ccc(CCNC(=O)c2ccc(CS(=O)(=O)c3ccc(Cl)cc3)o2)cc1 do in these assays?
Sm TGR inh: -33%

What do the screens show for `CCN1CCC(N(Cc2cccc(OC)c2)C(=O)Nc2cccc(C)c2C)CC1`?
Sm TGR inh: -6%

How did CCOc1ccc(NC(=O)CCc2c(C)nc3c(-c4ccccc4)c(C)nn3c2C)cc1 do in these assays?
Sm TGR inh: -8%

Results for COc1ccc(CNc2ncnc3c2c(-c2ccccc2)cn3-c2cccc(C)c2)cc1 ?
Sm TGR inh: 0%

How did COc1ccc(C2=CC(c3ccccc3F)n3ncc(C(=O)Nc4ccc(C)cc4)c3N2)cc1 (stereo unspecified) do in these assays?
Sm TGR inh: 9%

Results for COC(=O)c1ccc(NC(=O)Nc2nnc(N(C)C3CCCCC3)s2)cc1 ?
Sm TGR inh: -1%

How did Cc1c(C(=O)Nc2ccc(Br)cc2F)sc2ncnc(N(C)C3CCCCC3)c12 do in these assays?
Sm TGR inh: 0%

Results for Cc1ccc(S(=O)(=O)c2nc(-c3cccc(Br)c3)oc2N2CCCCCC2)cc1 ?
Sm TGR inh: 1%

What do the screens show for `CC1=C(C(=O)Nc2ccc(C)cc2C)C(c2ccc(O)cc2)n2nc(SCC(=O)c3ccc(C)cc3)nc2N1` (stereo unspecified)?
Sm TGR inh: -7%

Results for Cc1c(C)n(Cc2ccccc2)c2ccc(C(=O)NCc3ccc(OC(C)C)cc3)cc12 ?
Sm TGR inh: -3%

Results for CCOC(=O)c1sc2ncn(CC(=O)Nc3cc(C)cc(C)c3)c(=O)c2c1C ?
Sm TGR inh: 4%

What do the screens show for `CCN(CCCNC(=O)c1cc2cc3cc(OC)ccc3nc2s1)c1ccccc1`?
Sm TGR inh: 17%

What do the screens show for `Cc1ccc(CN(C(=O)COc2ccc(C(C)(C)C)cc2)C2CCS(=O)(=O)C2)o1` (stereo unspecified)?
Sm TGR inh: -26%

How did Nc1c(C(=O)Nc2ccccc2)nnn1Cc1ccc(F)cc1Cl do in these assays?
Sm TGR inh: -1%

Results for O=C(c1ccc2c(c1)N(Cc1ccc(Cl)cc1)C(=O)c1ccccc1S2=O)N1CCC(Cc2ccccc2)CC1 (stereo unspecified) ?
Sm TGR inh: 0%

What do the screens show for `CCOC(=O)c1ccccc1NC(=O)CN1C(=O)CC(c2ccco2)Sc2ccccc21` (stereo unspecified)?
Sm TGR inh: -3%

What do the screens show for `COc1ccc(NS(=O)(=O)c2ccc3c(c2)CCN3C(=O)CCC(=O)O)cc1Cl`?
Sm TGR inh: 0%

Results for Cc1cccc(NC(=O)Cn2c(SCC(=O)NCc3ccccc3)nc3ccccc32)c1C ?
Sm TGR inh: -20%

How did O=C(Cc1ccc(Cl)cc1)Nc1nnc2n1CCS2 do in these assays?
Sm TGR inh: 3%

What do the screens show for `Cc1nn(C)c2c1c(C(F)(F)F)cc(=O)n2CC(=O)N1CCN(c2ccccc2F)CC1`?
Sm TGR inh: 2%

What do the screens show for `COc1ccccc1NC(=O)CSC1=Nc2ccccc2C2=NC(CCC(=O)NCc3cccs3)C(=O)N12` (stereo unspecified)?
Sm TGR inh: 5%

How did O=C(CC1(O)C(=O)N(CCc2ccccc2)c2ccc(Br)cc21)c1ccccc1O (stereo unspecified) do in these assays?
Sm TGR inh: -2%

How did Cc1ccccc1-c1noc(-c2cc3ccccc3oc2=O)n1 do in these assays?
Sm TGR inh: 4%

Results for Cc1ccccc1NC(=O)CCn1nc(-c2ccccc2)c2ccccc2c1=O ?
Sm TGR inh: 7%

How did COc1cccc(-c2nc(SCc3cccc(Br)c3)n3[nH]c(=O)cc3n2)c1 do in these assays?
Sm TGR inh: -7%

Results for COc1cccc(CNC(=O)N2CCc3c(sc4c3CCCC4)C2c2ccc(F)cc2)c1 (stereo unspecified) ?
Sm TGR inh: 6%

Results for COc1cccc(N2CCN(C(=O)Cn3ncc4c5ccccc5n(C)c4c3=O)CC2)c1 ?
Sm TGR inh: 6%

Results for Cc1ccc(NC(=O)C(Cc2c[nH]c3ccccc23)NC(=O)OC(C)(C)C)c(C)c1 (stereo unspecified) ?
Sm TGR inh: -1%

What do the screens show for `COc1ccc(NC(C)=O)cc1NC(=O)c1cccn(Cc2ccccc2)c1=O`?
Sm TGR inh: 3%

How did N#Cc1ccc(NC(=O)COCc2cc(-c3ccco3)on2)cc1 do in these assays?
Sm TGR inh: -8%

How did CN1C(=O)c2[nH]nc(-c3ccc(F)cc3)c2C1c1ccccn1 (stereo unspecified) do in these assays?
Sm TGR inh: 22%

How did CC1CCCN(Cc2c(O)ccc3c(=O)c(Oc4ccccc4Cl)c(C(F)(F)F)oc23)C1 (stereo unspecified) do in these assays?
Sm TGR inh: -2%

What do the screens show for `Cc1ccc(-c2cc(C(=O)Nc3c(C(=O)c4ccccc4)oc4ccccc34)no2)cc1F`?
Sm TGR inh: -3%

How did Cc1ccc2nc(-c3ccc(O)cc3)c(Nc3ccc(Cl)cc3)n2c1 do in these assays?
Sm TGR inh: -1%

How did Cc1ccc(/C=C(\C#N)C(=O)Nc2ccc(Br)cc2)o1 do in these assays?
Sm TGR inh: 8%

How did CCc1cccc(NC(=O)C2CCCN2S(=O)(=O)c2ccc3nc(-c4ccccc4)[nH]c3c2)c1 (stereo unspecified) do in these assays?
Sm TGR inh: 2%

What do the screens show for `Cc1cc(C)cc(OCC(=O)NCC(c2ccc(Cl)cc2)N2CCCCC2)c1` (stereo unspecified)?
Sm TGR inh: 9%

Results for O=C(C1CCN(c2nc3ccccc3[nH]2)CC1)N1CCN(c2cccc(Cl)c2)CC1 ?
Sm TGR inh: 7%

What do the screens show for `CCN(CC)CCNC(=O)C(=O)NCC(c1cccnc1)N1CCN(c2ccc(F)cc2)CC1` (stereo unspecified)?
Sm TGR inh: -16%

How did CC(=O)N1CCc2cc(CNC(=O)Nc3ccccc3C(F)(F)F)ccc21 do in these assays?
Sm TGR inh: -6%

How did Cc1ccc(NC(=O)Cn2c(SCc3ccc(F)cc3)nc3cccnc32)cc1F do in these assays?
Sm TGR inh: -5%

Results for CCOc1ccc(N(CC)S(=O)(=O)N2CCCC(C(=O)NCc3ccc(Cl)cc3)C2)cc1 (stereo unspecified) ?
Sm TGR inh: 3%

Results for CCC(C)n1c(=N)c(S(=O)(=O)c2ccccc2)cc2c(=O)n3ccccc3nc21 (stereo unspecified) ?
Sm TGR inh: 1%

Results for CCOC(=O)c1c(C)[nH]c(CCC(=O)Nc2cc(C)ccc2OC)c1C ?
Sm TGR inh: 2%

Results for CC(C)c1ccc(NC(=O)c2cc(S(=O)(=O)NC3CCCCC3)ccc2F)cc1 ?
Sm TGR inh: 14%

How did O=C(Nc1ccccc1OCc1cc(=O)n2ccccc2n1)c1ccccc1F do in these assays?
Sm TGR inh: 3%

How did COc1ccc(NC(=O)c2cnc(N3CCCC3)nc2)cc1OC do in these assays?
Sm TGR inh: -2%

Compounds shown so far that contain a thiophene ring, fused or not:
What do the screens show for `Cc1ccc2[nH]cc(C(c3ccccc3)c3ccc(C)s3)c2c1` (stereo unspecified)?
Sm TGR inh: -4%

Results for Cc1cc(Cl)ccc1OCC(=O)N(Cc1sccc1C)C1CCS(=O)(=O)C1 (stereo unspecified) ?
Sm TGR inh: 9%

How did CCOc1ccc(NC(=O)CSc2nc3ccsc3c(=O)n2C(C)CC)cc1 (stereo unspecified) do in these assays?
Sm TGR inh: 11%

How did COc1ccc(NC(=O)Cn2cc(C(=O)c3cccs3)c3ccccc32)cc1 do in these assays?
Sm TGR inh: -8%

What do the screens show for `CCOC(=O)N1CCc2c(sc3c2C(=O)NC(c2ccc(C(=O)OC)cc2)N3)C1` (stereo unspecified)?
Sm TGR inh: 5%

How did Cc1c(C(=O)Nc2ccc(Br)cc2F)sc2ncnc(N(C)C3CCCCC3)c12 do in these assays?
Sm TGR inh: 0%

Results for CCOC(=O)c1sc2ncn(CC(=O)Nc3cc(C)cc(C)c3)c(=O)c2c1C ?
Sm TGR inh: 4%

What do the screens show for `CCN(CCCNC(=O)c1cc2cc3cc(OC)ccc3nc2s1)c1ccccc1`?
Sm TGR inh: 17%

What do the screens show for `COc1ccccc1NC(=O)CSC1=Nc2ccccc2C2=NC(CCC(=O)NCc3cccs3)C(=O)N12` (stereo unspecified)?
Sm TGR inh: 5%

Results for COc1cccc(CNC(=O)N2CCc3c(sc4c3CCCC4)C2c2ccc(F)cc2)c1 (stereo unspecified) ?
Sm TGR inh: 6%

Reprinted at random: 2 entries already listed, in no set order.
How did CCc1cccc(NC(=O)C2CCCN2S(=O)(=O)c2ccc3nc(-c4ccccc4)[nH]c3c2)c1 (stereo unspecified) do in these assays?
Sm TGR inh: 2%

Results for CC(C)c1ccc(NC(=O)c2cc(S(=O)(=O)NC3CCCCC3)ccc2F)cc1 ?
Sm TGR inh: 14%

Screens (PubChem)

Only part of the results is shown (hit frequency here may not be typical).
